Bioassay records deposited in PubChem BioAssay by National Center for Advancing Translational Sciences (NCATS).
Tau ThT inhib: blocks human tau fibril formation measured by thioflavin T; P10636; recombinant tau K18 P301L (four-repeat tau fragment), heparin-induced fibrillization, ThT fluorescence; Potency, µM (series often up to 57.4 µM), without a hit: at the highest dose activity, negative = inhibition, most hits filed as inhibitors; actives 2.1% (n = 270,000); further: on the % scale 0 is the no-effect control and ±100 the full control effect; nearly all actives have a fitted effect of over 55% in size
Target sequence (P10636 561-689 P618L limits assumed): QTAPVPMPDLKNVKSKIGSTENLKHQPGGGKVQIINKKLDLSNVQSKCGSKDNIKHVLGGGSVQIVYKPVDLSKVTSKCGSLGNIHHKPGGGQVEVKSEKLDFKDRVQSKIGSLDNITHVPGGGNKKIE
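Aggregation was driven by heparin (20 uM final) acting on recombinant tau […] bearing P301L in 100 mM sodium acetate pH 7; fibrils were detected with Thioflavin T.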
SMN2 splice up: enhancers of SMN2 splice variant expression | AID 1458 | actives 2.8% (n = 210,000) | Potency, µM (series often up to 46.1 µM), for the others: at the highest dose activity change, positive = activation, most hits filed as activators | HEK293 SMN2-luciferase splicing reporter, luminescence, 30-36 h; further: % of control where 0% means no effect; nearly all actives have a fitted effect of over 55% in size
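HEK293 cells carry an SMN2 […]–luciferase reporter in which exon 7 inclusion puts luciferase in frame. Cells were plated 10-12 h before compound addition, then incubated 30-36 h at 37C. ONE-Glo luminescence was read; sodium butyrate at 4.5 mM final served as control.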
* marks the source's active call; other numbers are inactive results; ? = inconclusive; [ ] = dose if it differs, or a comment. The call rests on the fitted dose curve; in most records, active means well fitted curve in the direction sought with a large enough effect; inconclusive means small, poorly fitted or top-dose-only effect, or another doubt; inactive means no such curve, though single readings can be large; an effect the other way counts as inactive or inconclusive. Potency means the concentration at half of the fitted maximal effect.

SMILES	Tau ThT inhib	SMN2 splice up
Cc1ccc(-c2nnc(Nc3ccc(Cl)c(Cl)c3)c3ccccc23)cc1S(=O)(=O)NCCO	7%	-4%
CCc1ccc(C(=O)c2cn(CC(=O)Nc3ccc(Cl)cc3)c3cc4c(cc3c2=O)OCO4)cc1	10%	0%
O=C(COCc1cc(-c2ccc(F)cc2)on1)Nc1cccc(C(F)(F)F)c1	-18%	11%
Cc1[nH]c2ccccc2c1C1N2CC3(C)CN1CC(C)(C2)C3=O (stereo not drawn)	-10%	0%
CCn1cc(C(=O)NCCc2ccccc2)c(=O)c2cc(S(=O)(=O)N3CCc4ccccc4C3)ccc21	-7%	-3%
COc1ccc(-n2c(=O)c3c(C)c(C)sc3n(CC(=O)NCc3ccc(C)cc3)c2=O)c(OC)c1	-7%	3%
COc1ccc(-c2oc3ncn4nc(COc5ccccc5C)nc4c3c2-c2ccc(OC)cc2)cc1	1%	0%
Cc1c(CC(=O)NCc2ccccc2)c(=O)oc2c(C)c(O)ccc12	1%	-3%
O=C(CCc1nnc2n(Cc3ccccc3Cl)c(=O)c3ccccc3n12)Nc1ccccc1	11%	9%
Cc1ccc2nc(SCc3nc(-c4ccc(Cl)cc4)no3)[nH]c2c1	?	-61%[inhibitor]
COc1ccc(-n2nc(C(=O)NCc3ccc(F)cc3)c3c4ccccc4n(C)c3c2=O)cc1	-1%	0%
CC(C)c1ccc(NC(=O)C2CCCN(S(=O)(=O)c3cccc4cccnc34)C2)cc1 (stereo not drawn)	2%	-21%
COc1ccccc1N1CCN(c2nc3ccccc3n3cnnc23)CC1	?	-4%
Cc1cccc(-c2nc(CSCC(=O)N3CCN(c4ccccc4)CC3)c(C)o2)c1	?	-39%[inhibitor]
O=C(CN1C(=O)CCSc2ccccc21)Nc1ccc(C(F)(F)F)cc1	-15%	-26%
CCc1cccc(CC)c1NC(=O)C(CC)n1nc(C)n2c(cc3cc(C)ccc32)c1=O (stereo not drawn)	-13%	7%
CCn1cc(C(=O)N2CCN(c3ccccc3)CC2)c(=O)c2cc(S(=O)(=O)N(C)C)ccc21	12%	-1%
Cc1cccc(N2CCN(S(=O)(=O)c3cc(Cl)ccc3Cl)CC2)c1C	-3%	-5%
CCCCn1c2ccccc2c2nnc(SCC(=O)Nc3ccc(NC(C)=O)cc3)nc21	-4%	1%
Cc1ccc(C)c(OCC(=O)Nc2ccc(S(=O)(=O)Nc3onc(C)c3C)cc2)c1C	-11%	-8%

Shown with values under each structure: part of the list above.
Screens in order: Tau ThT inhib | SMN2 splice up
- CCc1ccc(C(=O)c2cn(CC(=O)Nc3ccc(Cl)cc3)c3cc4c(cc3c2=O)OCO4)cc1
→ 10% | 0%
- O=C(COCc1cc(-c2ccc(F)cc2)on1)Nc1cccc(C(F)(F)F)c1
→ -18% | 11%
- Cc1[nH]c2ccccc2c1C1N2CC3(C)CN1CC(C)(C2)C3=O (stereo not drawn)
→ -10% | 0%
- CCn1cc(C(=O)NCCc2ccccc2)c(=O)c2cc(S(=O)(=O)N3CCc4ccccc4C3)ccc21
→ -7% | -3%
- COc1ccc(-n2c(=O)c3c(C)c(C)sc3n(CC(=O)NCc3ccc(C)cc3)c2=O)c(OC)c1
→ -7% | 3%
- COc1ccc(-c2oc3ncn4nc(COc5ccccc5C)nc4c3c2-c2ccc(OC)cc2)cc1
→ 1% | 0%
- Cc1c(CC(=O)NCc2ccccc2)c(=O)oc2c(C)c(O)ccc12
→ 1% | -3%
- O=C(CCc1nnc2n(Cc3ccccc3Cl)c(=O)c3ccccc3n12)Nc1ccccc1
→ 11% | 9%
- Cc1ccc2nc(SCc3nc(-c4ccc(Cl)cc4)no3)[nH]c2c1
→ ? | -61%[inhibitor]
- COc1ccc(-n2nc(C(=O)NCc3ccc(F)cc3)c3c4ccccc4n(C)c3c2=O)cc1
→ -1% | 0%
- CC(C)c1ccc(NC(=O)C2CCCN(S(=O)(=O)c3cccc4cccnc34)C2)cc1 (stereo not drawn)
→ 2% | -21%
- COc1ccccc1N1CCN(c2nc3ccccc3n3cnnc23)CC1
→ ? | -4%
- Cc1cccc(-c2nc(CSCC(=O)N3CCN(c4ccccc4)CC3)c(C)o2)c1
→ ? | -39%[inhibitor]
- O=C(CN1C(=O)CCSc2ccccc21)Nc1ccc(C(F)(F)F)cc1
→ -15% | -26%
- CCc1cccc(CC)c1NC(=O)C(CC)n1nc(C)n2c(cc3cc(C)ccc32)c1=O (stereo not drawn)
→ -13% | 7%
- CCn1cc(C(=O)N2CCN(c3ccccc3)CC2)c(=O)c2cc(S(=O)(=O)N(C)C)ccc21
→ 12% | -1%
- Cc1cccc(N2CCN(S(=O)(=O)c3cc(Cl)ccc3Cl)CC2)c1C
→ -3% | -5%
- CCCCn1c2ccccc2c2nnc(SCC(=O)Nc3ccc(NC(C)=O)cc3)nc21
→ -4% | 1%
- Cc1ccc(C)c(OCC(=O)Nc2ccc(S(=O)(=O)Nc3onc(C)c3C)cc2)c1C
→ -11% | -8%

Other entries follow:
SMILES	Tau ThT inhib	SMN2 splice up
CCOC(=O)c1c(-c2ccccc2)oc2cc(Br)c(OCc3ccccc3)cc12	-14%	-5%
COc1ccccc1NC(=O)CN(C)S(=O)(=O)c1cccc2cccnc12	-5%	9%
CSc1nc2sc3c(c2c(=O)n1-c1ccc(F)c(Cl)c1)CCN(C(C)=O)C3	-16%	10%
Cc1ccc2oc(=O)c3cnn(CC(=O)NCc4ccccc4Cl)c3c2c1	-2%	-1%
COc1cc2c(=O)c(S(=O)(=O)c3ccc(C)cc3)cn(Cc3cccc(C)c3)c2cc1OC	-7%	-14%
CCOC(=O)c1c(NC(=O)Nc2ccc(F)cc2)sc(C(=O)N(C)C)c1C	-15%	-3%
N#C/C(=C\c1ccccc1F)c1nc2ccccc2c(=O)[nH]1	-5%	-2%
CC1CCC(Nc2nc3c(-c4ccc(Cl)cc4)nnn3c3ccccc23)CC1 (stereo not drawn)	0%	-10%
COc1ccc(C(=O)CC2(O)C(=O)N(Cc3ccccc3Cl)c3ccccc32)cc1 (stereo not drawn)	-13%	-32%[inhibitor]
CCOC(=O)Cn1c(=O)oc2cc(S(=O)(=O)Nc3cc(OC)cc(OC)c3)ccc21	-4%	0%
CCOc1ccc(NC(=O)Cn2cc(C(=O)c3ccccc3)c(=O)c3cc4c(cc32)OCO4)cc1	-4%	-6%
CCOc1ccc(-n2nc(CO)c(C(=O)NCC(c3ccccc3)c3ccccc3)n2)cc1	16%	-4%
COCc1cc(C)nc2c1C(=O)NC(c1ccc(NC(C)=O)cc1)N2Cc1ccccc1 (stereo not drawn)	-14%	14%
CCOC(=O)c1ccccc1NC(=O)Cn1c(=O)n(Cc2ccc(C(=O)NCc3ccc4c(c3)OCO4)cc2)c(=O)c2ccccc21	-2%	-3%
Cc1cc(OCC(=O)Nc2cnn(CCCC(=O)O)c2)ccc1Cl	-14%	1%
CCCCCCc1c(C)c2c(cc(C)c3c(C)c(C)oc32)oc1=O	4%	13%
COc1ccccc1NC(=O)C1=C(C)Nc2nc(SCc3ccc(Cl)cc3)nn2C1c1ccccc1Cl (stereo not drawn)	-8%	9%
Cc1ccc(S(=O)(=O)c2cc3cc(C(=O)Nc4ccc(C)cc4C)ccc3oc2=O)cc1	0%	10%
CCn1c(=O)cc(OCC(=O)N2CCN(c3cccc(C)c3C)CC2)c2ccccc21	?	-30%[inhibitor]
Cc1ccc(S(=O)(=O)c2nc(-c3ccccc3)oc2N2CCN(c3ccccc3)CC2)cc1	14%	17%
Cc1cc(C)cc(-n2c(SCC(=O)Nc3ccccc3)nc3c(oc4ccccc43)c2=O)c1	-6%	-10%
CCOc1ccc2nc(NC(=O)c3cc(=O)c4cc(C)cc(C)c4o3)sc2c1	?	-1%
COc1ccc(N(Cc2ccccc2)C(=O)c2nc(SC)ncc2Cl)cc1	-20%	-74%[inhibitor]
COCCCn1c(=N)c(C(=O)NCc2cccnc2)cc2c(=O)n3cc(C)ccc3nc21	1%	18%
CSc1ncc(Cl)c(C(=O)Nc2cc(C(F)(F)F)ccc2Cl)n1	-4%	6%
COC(=O)c1c(-c2ccc(Cl)cc2)noc1N1CCN(c2ccccc2F)CC1	-14%	9%
O=C(CN1C(=O)CC(c2ccco2)Sc2ccccc21)Nc1ccc(C(F)(F)F)cc1 (stereo not drawn)	-6%	-5%
Cc1cccc(NC(=O)N2CCN(C)c3ncccc32)c1C	-8%	1%
O=C(NCCc1ccccc1)c1ccc2c(c1)N(Cc1ccc(Cl)cc1)C(=O)CS2	0%	-48%[inhibitor]
CCc1ccc(NC(=O)N2CC=C(c3c[nH]c4ccccc34)CC2)cc1	7.1µM*	3%
COc1cccc(NC(=O)c2sc3nc(C)c(C(=O)Nc4ccc(Cl)cc4)c(-c4ccc(Br)cc4)c3c2N)c1	-9%	9%
COc1cccc(/C=C/c2nc(C#N)c(N3CCN(C)CC3)o2)c1	-7%	-5%
CCCc1cc(=O)n2[nH]c(NCc3ccccc3OC)nc2n1	-12%	3%
CCN(CC)S(=O)(=O)c1cc(-c2nnc(Nc3ccc(OC)c(C(N)=O)c3)c3ccccc23)ccc1C	?	-40%[inhibitor]
COc1ccc(S(=O)(=O)N(CC(=O)Nc2ccccc2Br)Cc2ccccc2)cc1	-8%	-12%
Cc1cc(Br)cc2c(C(=O)OCC(=O)c3ccccc3)cc(-c3ccccc3)nc12	1%	20%
O=C(Nc1cccc(F)c1)C1CCCN(S(=O)(=O)c2cccc3cccnc23)C1 (stereo not drawn)	-2%	-28%
O=C1C2=C(Nc3ccccc3SC2c2c(F)cccc2Cl)c2ccccc21 (stereo not drawn)	?	-5%
CCCOc1ccc(CN2C(=O)C(=O)c3cccc(C)c32)cc1	18µM*	16%
Cc1ccccc1NC(=O)Cn1c(=O)n(CC2CCC(C(=O)NCCc3ccccc3)CC2)c(=O)c2ccccc21 (stereo not drawn)	-8%	-2%
COc1ccccc1N1CCN(C(=O)c2cc3c(=O)oc4ccc(C)cc4c3s2)CC1	-25%	-4%
COc1cccc(CNC(=O)CSc2ncc(S(=O)(=O)c3ccc(Br)cc3)c(=O)[nH]2)c1	-9%	-10%
CCc1nn(CC(=O)Nc2c(C)cccc2C)c(=O)c2cc3sccc3n12	9%	-4%
COc1ccc(NC(=O)Cn2c(=O)c3ccccc3n3nncc23)cc1Cl	-6%	-22%
COc1cc(-c2nc3sccn3c2Nc2cccc(C)c2)ccc1O	?	23%
CCc1nonc1NC(=O)c1oc2ccc(F)cc2c1C	11%	0%
COc1ccc(C(=O)NCCn2cc(SCC(=O)Nc3ccccc3)c3ccccc32)cc1OC	?	-11%
Cc1ccc(CNC(=O)c2c[nH]n3c(=O)c(Cc4ccc(Cl)cc4)c(C)nc23)cc1	?	3%
CCOc1ccc2c(c1)c(=O)c(S(=O)(=O)c1ccccc1)cn2CC(=O)Nc1ccccc1OC	12%	0%
Cc1ccccc1OCCCCn1c(-c2ccc(Cl)cc2)nc2ccccc2c1=O	-2%	-11%
COc1ccc(CNC(=O)C2CCC(CNS(=O)(=O)c3cccs3)CC2)cc1 (stereo not drawn)	-11%	0%
COCCn1c(=O)[nH]c2cc(C(=O)Nc3ccc(OC)cc3)ccc2c1=O	1%	5%
COc1ccccc1N(CC(=O)Nc1ccc(C)c(Cl)c1)S(=O)(=O)c1ccc(C)cc1	-3%	-27%
CCc1ccc(NC(=O)C2CCCN2S(=O)(=O)c2cccc3nsnc23)cc1 (stereo not drawn)	-1%	-63%[inhibitor]
COc1ccc(-n2c(C)nnc2SCc2nc(-c3ccc(OC)c(OC)c3)no2)cc1	-3%	-7%
Cc1ccc(-c2noc(CN(C3CCCCC3)S(=O)(=O)c3ccc(C)cc3)n2)cc1	-16%	-9%
CCc1ccc(OCC(=O)N(Cc2ccco2)Cc2ccco2)cc1	-10%	-10%

This is a subset; the hit share may differ from the screen's.
